Assay outcomes as filed in PubChem BioAssay.
NCI-60 one-dose screen, 48 h, at 10 µM unless noted. Numbers give growth in % (100 = growth as untreated, 0 = no growth, -100 = all killed).
NCI-H23 = NCI-H23 lung cancer | AID 1794731 | 4% of 80,000 active
NCI-H322M = NCI-H322M lung cancer. 2.7% of 80,000 active
NCI-H460 = NCI-H460 lung cancer | 6.8% of 82,000 active
NCI-H522 = NCI-H522 lung cancer. AID 1794739. 8% of 78,000 active
RXF 393 = RXF 393 renal cancer cells; 6.9% of 77,000 active; AID 1794773
HT29 = HT29 colon cancer | AID 1794748 | 7.4% of 81,000 active
A498 = A498 renal cancer cells. 5.4% of 76,000 active
COLO 205 = COLO 205 colon cancer; 7.3% of 79,000 active; AID 1794742
NCI-H226 = NCI-H226 lung cancer | 3.5% of 79,000 active | AID 1794732
Active calls of the source: *; nt = no result given; & = joins results of further samples; ! = not confirmed by another sample; [ ] = dose if it differs, or a comment. The calls were made as follows: active = growth percent below 10; inactive = the rest.

Below each compound – NCI-H23	NCI-H322M	NCI-H460	NCI-H522	RXF 393	HT29	A498	COLO 205	NCI-H226
- CCCCCC1CCCCN1C(=O)OCCCC (stereo unspecified)
→ 62	103	100	32	97	103	88	111	87
- C#CCOc1ccc2ncnc(Nc3cccc(CNC(=O)CCl)c3)c2c1
→ 44[8.25 µM]	71[8.25 µM]	61[8.25 µM]	-48*[8.25 µM]	14[8.25 µM]	35[8.25 µM]	-1.4*[8.25 µM]	68[8.25 µM]	28[8.25 µM]
- c1ccc2scnc2c1
→ 91	nt	101	80	110	91	110	111	108
- Cc1ccc(-c2nc(SCC(=O)NCCc3ccc(S(N)(=O)=O)cc3)[nH]c(=O)c2C#N)cc1
→ nt	99	106	103	120	104	101	113	99
- Clc1ncc(Br)c(N2CCC3(CC2)OCCO3)n1
→ 94	88	106	86	109	105	94	104	104
- CCOC(=O)c1cnn2c(-c3ccc(Cl)cc3)nc(N3CCCCC3)nc12
→ 90	89	105	96	96	93	94	nt	90
- Cc1cc(C)c2c(n1)nn1c(-c3cc4c(ccc5ccccc54)oc3=O)ccnc21
→ 98	107	102	97	111	106	120	125	94
- COCCn1cc(-c2csc(-c3cn(C)c4ccc(Br)cc34)n2)c2cccnc21
→ 76	74	27	-36*	69	26	46	47	86
- COc1cc(C2CC(c3ccc(C)cc3)=NN2C=O)ccc1Oc1ccnc2cc(Cl)ccc12 (stereo unspecified)
→ 59	91	63	28	0.4*	92	53	108	49
- COc1cc(-c2nccc3[nH]c(-c4cccc5[nH]ccc45)nc23)cc(OC)c1OC
→ 27	64	7.2*	-16*	51	-3.8*	-6.9*	-63*	34
- CCN(CC)CCOc1ccc2c(c1)C(=O)c1cc(OCCN(CC)CC)ccc1-2
→ 71&79	61&86	13&46	70&100	71	6.9*	91&74	-4.5*!	73&100
- O=C(NCNC(=O)c1ccccc1)c1ccccc1
→ 106	100	105	95	106	106	98	100	102
- CC1=C(C(=O)c2ccccc2)C(c2cccc3ccccc23)n2c(nc3ccccc32)N1 (stereo unspecified)
→ 56	88	87	66	76	50	153	65	50
- O=c1c(N2CCOCC2)c(N2CCOCC2)c1=O
→ 104	94	102	95	107	102	94	99	98
- CCOC(=O)COc1c(C)cc(SSc2cc(C)c(OCC(=O)OCC)c(C)c2)cc1C
→ 103	105	102	74	126	98	100	111	111
- COc1ccc(Br)c(C(C)=O)c1
→ 98	93	115	85	133	94	112	120	115
- C#CCOCC1CNC(=S)O1 (stereo unspecified)
→ 97	109	111	101	106	105	104	110	108
- Cc1ccc(S(=O)(=O)N/N=C2\CC(C)(C)OC2(C)C)cc1
→ 98	96	111	100	109	100	99	105	99
- O=C1OC(c2ccccc2)C(O)=C1c1ccccc1 (stereo unspecified)
→ 115	130	113	110	111	111	100	120	100
- COc1cc2cc(C(=O)N3C[C@@H](CCl)c4c3cc(OC(=O)N(CCC(=O)N3CCN(C)CC3)[C@H]3CCSSC3)c3ccccc43)[nH]c2c(OC)c1OC
→ -87*	-23*	-73*	-81*	-95*	-49*	-20*	-66*	-15*
- CC(C)(C)OC(=O)N1C=C/C(=C\Cn2cc(-c3ccccc3)nn2)CC1
→ 65	81	85	75	92	99	54	109	72
- COc1ccc(C[n+]2c3ccccc3n3c4ccc([N+](=O)[O-])cc4ccc32)c(OC)c1OC
→ 72	98	90	87	98	91	111	66	99
- CCn1cc(C(=O)O)c(=O)c2cc(F)c(N3CCN(S(=O)(=O)c4ccc(Cl)cc4)CC3)cc21
→ -7.1*	46	5.9*	8.4*	13	7.9*	-6.2*	12	60
- O=C(CCCCn1cnc2c(=S)nc[nH]c21)Nc1ccc(C(=O)O)c(O)c1
→ 96	111	111	99	119	104	105	113	109
- COCCN1CCN(c2nc(NCCN3CCOCC3)ncc2Br)CC1
→ 103	108	102	92	119	110	93	105	93
- CCCCn1c(C(=O)c2c[nH]c3ccccc23)n[nH]c1=S
→ 93	97	99	83	107	100	92	106	93
- COc1ccc(-c2noc(CCc3nnc(-c4ccccc4)o3)n2)cc1
→ 103	104	106	93	93	107	83	113	nt
- CCOC(=O)C1C(=O)N(c2ccccc2CC)C(=O)C(C#N)=C1c1ccc(OC)c(OC)c1 (stereo unspecified)
→ 102	96	116	106	109	112	81	147	119
- CCN(CC)CCCC(C)Br (stereo unspecified)
→ 99	101	110	92	106	101	113	108	97
- CN(CCCCl)Cc1ccccc1
→ 107	103	108	94	105	101	103	114	101

Full records from above. Screens in order: NCI-H23, NCI-H322M, NCI-H460, NCI-H522, RXF 393, HT29, A498, COLO 205, NCI-H226
Cc1ccc(-c2nc(SCC(=O)NCCc3ccc(S(N)(=O)=O)cc3)[nH]c(=O)c2C#N)cc1 as listed: nt, 99, 106, 103, 120, 104, 101, 113, 99
COc1cc2cc(C(=O)N3C[C@@H](CCl)c4c3cc(OC(=O)N(CCC(=O)N3CCN(C)CC3)[C@H]3CCSSC3)c3ccccc43)[nH]c2c(OC)c1OC as listed: -87*, -23*, -73*, -81*, -95*, -49*, -20*, -66*, -15*
COc1ccc(-c2noc(CCc3nnc(-c4ccccc4)o3)n2)cc1 as listed: 103, 104, 106, 93, 93, 107, 83, 113, nt

Remaining list, next part.
Below each compound – NCI-H23	NCI-H322M	NCI-H460	NCI-H522	RXF 393	HT29	A498	COLO 205	NCI-H226
- O=C(CCC(=O)N/N=C/c1ccccc1O)N/N=C/c1ccccc1O
→ 61	29	44	52	59	84	80	35	62
- Cc1nn(-c2ccc(Cl)cc2)c(=O)n1CCn1ccnc1
→ 91	123	107	106	116	108	120	111	108
- O=[N+]([O-])c1cnc(-c2ccc(F)cc2)n1CCO
→ 93	107	111	80	47	103	82	112	84
- NS(=O)(=O)c1ccc(NC(=O)CNNc2nc3ccccc3c(=O)n2-c2ccccc2)cc1
→ 89	92	100	91	100	106	77	105	nt
- CCCCCCCC/C=C/CCCCCCCCC1=NCCN1CCO
→ 76	55	-34*	77	57	20	85	71	87
- COc1ccc(-c2nn(-c3cccc(Cl)c3)cc2-c2cc(-c3ccccc3)no2)cc1
→ 83	78	64	62	78	63	100	82	77
- CCC(CC)COC(=O)c1ccc(Cl)cc1
→ 101	104	102	109	104	114	91	111	89
- Nc1ccc(-c2csc(-c3ccc(Br)cc3)n2)cc1
→ 99	93	111	95	nt	109	90	114	87
- COC(=O)c1cc2oc(/C=N/NC(=O)c3cc4oc(-c5cccc(C(F)(F)F)c5)cc4[nH]3)cc2n1Cc1ccccc1
→ 93	88	107	97	nt	104	86	118	109
- COC1CC(OC(=O)c2ccc([N+](=O)[O-])cc2)C(COC(=O)c2ccc([N+](=O)[O-])cc2)O1 (stereo unspecified)
→ 105	113	105	118	103	121	84	112	89
- O=C1C(Cl)=C(NC(=O)C2CCCCC2)C(=O)C(Cl)=C1NC(=O)C1CCCCC1
→ 100	102	111	79	102	112	96	55	92
- COc1cc2c(c(OC)c1OC)C(=O)CC(c1cccc(NC(=O)c3cccc(Br)c3)c1)O2 (stereo unspecified)
→ 100	93	103	71	103	99	80	106	91
- O=C(COc1cccc(/C=C2\Cc3ccc(Cl)cc3C2=O)c1)Nc1nccs1
→ 79	97	89	2.7*	107	102	98	113	86
- O=C(O)c1cc(-c2ccccc2)nc2ccccc12
→ 107	88	117	79	130	95	96	101	106
- CCCCN(CCCC)C(=N)c1ccc(OCc2ccccc2)cc1
→ 45	83	76	48	78	24	68	24	75
- CCN1C(=O)c2ccc3c4c(ccc(c24)C1=O)C(=O)N(CCCNCc1ccccc1OC)C3=O
→ -43*	-32*	-58*	-87*	nt	-49*	-81*	-81*	-37*
- O=C(O)CCC(=O)Nc1nnc(-c2ccccc2)s1
→ 100	105	104	80	120	106	99	108	116
- COc1ccc2[nH]c(=O)c(CSc3cccc(Nc4nccc(-c5ccc6ccccc6c5)n4)c3)cc2c1
→ 105	101	101	107	89	100	114	121	103
- CCOC(=O)N1CCCC1
→ 92	102	106	87	95	103	108	123	91
- N#C/C(C(=O)c1ccccc1)=C1/C(=O)Nc2ccc([N+](=O)[O-])cc21
→ 78	103	93	80	95	96	86	104	97
- C/C=C(\C)CO[C@H]1Cc2cc3ccc(=O)oc3cc2OC1(C)C
→ 100	106	100	72	108	94	83	104	86
- CN=c1ccc2nc3ccc(N)cc3sc-2c1
→ 13	42	28	10	50	85	80	1.6*	nt
- c1ccc(-c2nnc(-c3ccccc3)nn2)cc1
→ 113	95	111	91	106	112	106	117	95
- C=C1CC[C@@H]2[C@]3(C)COC(c4cn[nH]c4-c4ccc(Br)cc4)O[C@@H]3CC[C@@]2(C)[C@@H]1C/C=C1/C(=O)OCC1O (stereo partly specified)
→ -86*	32	-82*	-58*	-89*	0.5*	98	-55*	-83*
- COC(=O)[C@@H]1CCCC[C@@H]1C(=O)O
→ 99	102	112	79	102	96	110	116	97
- CC(=O)n1ncc2ccc([N+](=O)[O-])cc21
→ 93	73	107	88	nt	99	134	98	93
- CCOC(=O)C1(NC(=O)CN2C(=O)c3ccccc3C2=O)CCCC1
→ 103	107	108	nt	103	109	102	115	94
- COc1ccccc1NC(=S)Nc1ccccc1OC
→ 96	120	103	102	109	115	100	105	98
- Nc1cccc(-c2nc3sccn3c2-c2ccnc(NCCNS(=O)(=O)c3cccc(F)c3)n2)c1
→ 103	98	81	91	98	78	96	94	91
- CCN(CC)CCCC(C)N(Cc1ccccc1)CC(O)c1ccc(Br)cc1 (stereo unspecified)
→ 93	102	106	104	119	109	90	105	100

Two entries from above in a different format:
Structure	NCI-H23	NCI-H322M	NCI-H460	NCI-H522	RXF 393	HT29	A498	COLO 205	NCI-H226
O=[N+]([O-])c1cnc(-c2ccc(F)cc2)n1CCO	93	107	111	80	47	103	82	112	84
NS(=O)(=O)c1ccc(NC(=O)CNNc2nc3ccccc3c(=O)n2-c2ccccc2)cc1	89	92	100	91	100	106	77	105	nt

Additional results follow:
Below each compound – NCI-H23	NCI-H322M	NCI-H460	NCI-H522	RXF 393	HT29	A498	COLO 205	NCI-H226
- O=C(CSc1nnc2n3c(nn12)SCC(c1ccccc1)=N3)c1ccc(Br)cc1
→ 106	101	101	94	91	108	62	116	106
- CC(=O)Nc1cccc(Cl)c1
→ 96&105	99&113	108&111	74&94	109	88&108	97&136	nt	90&101
- COc1ccc(N)c([N+](=O)[O-])c1
→ 111	116	111	93	120	102	96	97	110
- CCN(CC)CCCC(C)Nc1cc(OC)cc2cccnc12 (stereo unspecified)
→ 121	103	121	97	120	94	85	103	104
- O=C(Nc1nc2ccc(NS(=O)(=O)c3cccs3)cc2s1)c1ccco1
→ 102	108	104	86	106	100	78	106	nt
- O=C(Cc1ccc(/C=C/C(=O)c2ncc[nH]2)cc1)Nc1cc(C(F)(F)F)cc(C(F)(F)F)c1
→ 94	96	94	97	68	26	94	102	103
- CNC(=O)c1cccc(Cn2nc(C)c(NC(=O)c3ccc(COc4ccc(C(F)(F)F)cc4C)cc3)c2C)c1
→ 47	88	48	33	70	44	nt	43	45
- COc1ccc(-c2nc(C#N)c(N3CCC(S(=O)(=O)N4CCCCC4)CC3)o2)cc1
→ 94	98	98	82	103	100	100	115	87
- O=C(/C=C/c1cn(-c2ccccc2)nc1-c1ccc(Cl)cc1)NNC(=O)Nc1ccc(F)cc1
→ 100	104	98	95	71	102	74	101	95
- CC(C)C(=O)NCCCCCCN1CCCCC1
→ 101	100	100	68	131	90	86	102	105
- CCc1c(C(=O)Nc2nc3ccccc3s2)nnn1-c1ccccc1F
→ 91	99	98	82	85	82	66	97	86
- CCOc1ccc2nc(NC(=O)c3cccnc3Nc3ccc(OC)cc3)sc2c1
→ 92	55	94	82	67	110	114	145	85
- CCn1c(SCC(=O)Nc2cccc(C(=O)/C=C/c3cc(OC)c(OC)c(OC)c3)c2)nc2ccccc2c1=O
→ -17*	54	2.3*	38	nt	1.1*	71	102	12
- CCOC(=O)c1c(C)oc2ncnc(Nc3ccc(NC(=O)Nc4cccc(Cl)c4)cc3)c12
→ 64	84	67	57	64	37	63	nt	55
- COc1ccc(C)cc1OC
→ 96	89	107	104	117	108	94	113	99
- COc1ccc(/C=C/c2nc(NCCCN(C)C)c3ccccc3n2)cc1
→ 74	83	33	nt	nt	11	94	86	103
- Cc1nn(-c2ccccc2)c(N2CCOCC2)c1-c1nc2ccc(C(=O)NN)cc2[nH]1
→ 100	110	108	103	109	103	91	109	92
- Cc1ccc(C2=NN(C=O)C(c3sc(N4CCOCC4)nc3Cl)C2)cc1 (stereo unspecified)
→ 98	94	108	84	123	101	95	107	101
- CC(=O)N(C)N=Nc1ccc(C)cc1
→ 95	92	116	93	122	116	100	115	98
- CCn1cc(C(=O)NNC(=O)Nc2c(Cl)cccc2Cl)c(=O)c2ccc(C)nc21
→ 106	90	89	92	103	100	99	112	93
- COc1ccc(/C=c2\c(=O)n(-c3ccccc3)c3nn4c(n23)=NNC(N=Nc2ccc(Cl)cc2)=C4C)cc1
→ 95	94	104	82	111	111	108	111	76
- Oc1cc(OCc2ccc(Cl)cc2)ccc1-c1[nH]ncc1Oc1ccccc1
→ 86	91	89	57	102	79	nt	104	89
- COc1cc2oc(-c3cccc(C(=O)N[C@@H](C)C(=O)OC(C)(C)C)c3)cc(=O)c2c(OC)c1OC
→ 67	96	46	49	102	72	79	71	69
- C=CCSc1nnc(-c2c(C)nc3sccn23)o1
→ 89	85	96	89	100	96	97	107	76
- COc1cc(NC(C)CN(CC(C)C)C(C)C)c2ncccc2c1 (stereo unspecified)
→ 84	100	106	101	113	98	98	97	90
- CCCCOC(=O)N1CCCCC1CCCC (stereo unspecified)
→ 114	101	111	96	110	109	100	100	101
- CC(C)(C)OC(=O)N[C@@H](Cc1ccccc1)C(=O)N(Cc1ccccc1)C1(C(=O)NCc2ccccc2)CCN(Cc2ccccc2)CC1
→ 49	64	27	44	62	24	8.1*	16	70
- C=C(C)[C@@H]1CC[C@]2(COS(=O)(=O)c3ccc(C)cc3)CC[C@]3(C)[C@H](CC[C@@H]4[C@@](C)(CCCN)[C@H](C(=C)C)CC[C@]43C)[C@@H]12
→ 100	92	86	76	97	80	112	97	93
